ERG-DNA inh: qHTS for Small Molecule Inhibitors of the ERG Ets/DNA interaction; Transcriptional regulator ERG (Homo sapiens), P11308; Potency, µM (highest dose often 76.9 µM), for inactives: top-dose FP activity, negative = inhibition, most hits filed as inhibitors; fluorescence polarization, His-ERG Ets domain / labelled DNA; hit rate 0.028% among 370,000; active means well fitted inhibition curve with a large enough effect in the polarisation, with a control signal flat; inconclusive means small, poorly fitted or top-dose-only effect, or effect the other way, or a change in a side signal; inactive means no such curve, though single readings can be large or run the other way; the % refers to the polarisation;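 further: polarization taken with two DNA probes labelled with fluorescein and Texas red; % of control where 0% means no effect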
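His-tagged ERG Ets domain (1 uM in the protein solution; 300mM KCl, 50mM Tris-HCl, 1mM EDTA, 1mM DTT, pH 7.5) received compound, then a probe mix of 5 nM fluorescein-DNA and 100nM Texas-615-DNA. Fluorescence polarization was read for both dyes.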
TrxR1 inh: qHTS Assay for Inhibitors of Mammalian Selenoprotein Thioredoxin Reductase 1 (TrxR1): qHTS; Thioredoxin reductase 1, cytoplasmic (Rattus norvegicus), O89049; recombinant rTrxR1, NADPH fluorescence consumption, selenite substrate; Potency, µM (titrated, usually from 114 µM), for inactives: at the highest dose activity change, negative = inhibition, usual class: inhibitors; hit rate 1% among 390,000; AID 588453, 2011; further: on the % scale 0 is the no-effect control and ±100 the full control effect; nearly all actives have a fitted effect of over 65% in size
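Rat TrxR1 (90 nM in the dispensed reagent) was pre-reduced with 400 uM NADPH for 5 min at room temperature, then incubated with compound for 15 min. After 400 uM selenite was added, NADPH fluorescence (Ex 340/Em 450 nm) was followed for 8 min.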
PGK inhibitor: qHTS Assay to Find Inhibitors of Phosphoglycerate Kinase | Phosphoglycerate kinase, glycosomal (Trypanosoma brucei brucei), P07378 | PGK/GAPDH coupled, Kinase-Glo luminescence, 60 min | Potency, µM (doses to about 57.5 µM), for the others: at the top dose activity change, negative = inhibition, most hits filed as inhibitors | hit rate 0.043% among 380,000 | AID 602233, 2012; further: on the % scale 0 is the no-effect control and ±100 the full control effect; nearly all actives have a fitted effect of over 60% in size
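Recombinant glycosomal PGK reaction used 1,3-bisphosphoglycerate generated in-well by GAPDH (100nM final) in 100mM TEA pH 7.6, 5mM MgCl2, 0.01% Tween-20. After 60 minutes at room temperature, ATP was read by Kinase-Glo Plus luminescence end-point.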
HP1b chromo inh: HTS for Inhibitors of HP1-beta Chromodomain Interactions with Methylated Histone Tails; Chromobox protein homolog 1 (Homo sapiens), P83916; AlphaScreen HP1-beta / biotin-H3K9me3 peptide binding; Potency, µM (series often up to 114 µM), inactives show at the top dose activity change, negative = inhibition, usual class: inhibitors; hit rate 0.56% among 390,000; further: nearly all actives have a fitted effect of over 70% in size; inactives centre near 23
Target sequence (P83916 whole entry, looked up): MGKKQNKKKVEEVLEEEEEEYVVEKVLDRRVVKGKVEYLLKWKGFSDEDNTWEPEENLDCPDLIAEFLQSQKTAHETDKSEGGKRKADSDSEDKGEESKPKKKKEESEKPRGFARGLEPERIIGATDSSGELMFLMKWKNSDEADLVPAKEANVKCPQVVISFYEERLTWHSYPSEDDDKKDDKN
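AlphaScreen: HP1-beta (50 nM) preformed 30 min with biotin-H3(1-18)K9me3 peptide (50 nM) in PBS pH 7.4, 0.01% Tween-20. Compound added for 30 min at RT, then streptavidin donor/nickel chelate acceptor beads (10 ug/mL) for 30 min.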
ALOX12 inh: Primary qHTS assay for inhibitors of human arachidonate 12S-lipoxygenase (ALOX12): Round 2; Polyunsaturated fatty acid lipoxygenase ALOX12 (Homo sapiens), P18054; purified 12hLO, xylenol orange hydroperoxide absorbance; Potency, µM (highest dose often 108 µM), inactives show at the highest dose activity change, negative = inhibition, hits mostly inhibitors; hit rate 1.1% among 580,000; further: on the % scale 0 is the no-effect control and ±100 the full control effect
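Hydroperoxide product was detected by ferrous iron/xylenol orange as the 573 to 405 nm absorbance ratio. Arachidonic acid at 40 uM (final) was turned over for 30 min at room temperature by 150 nM human 12hLO, pH 7.0 Hepes buffer, after 15 min compound preincubation.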
GLS inh: qHTS for Inhibitors of Glutaminase (GLS) | GLS enzymatic activity, qHTS titration | Glutaminase kidney isoform, mitochondrial (Homo sapiens), O94925 | hit rate 0.21% among 410,000 | Potency, µM (top dose mostly 45.5 µM), inactives show at the highest dose activity change, negative = inhibition, most hits filed as inhibitors; further: on the % scale 0 is the no-effect control and ±100 the full control effect
Target sequence (O94925 whole entry, looked up, canonical isoform): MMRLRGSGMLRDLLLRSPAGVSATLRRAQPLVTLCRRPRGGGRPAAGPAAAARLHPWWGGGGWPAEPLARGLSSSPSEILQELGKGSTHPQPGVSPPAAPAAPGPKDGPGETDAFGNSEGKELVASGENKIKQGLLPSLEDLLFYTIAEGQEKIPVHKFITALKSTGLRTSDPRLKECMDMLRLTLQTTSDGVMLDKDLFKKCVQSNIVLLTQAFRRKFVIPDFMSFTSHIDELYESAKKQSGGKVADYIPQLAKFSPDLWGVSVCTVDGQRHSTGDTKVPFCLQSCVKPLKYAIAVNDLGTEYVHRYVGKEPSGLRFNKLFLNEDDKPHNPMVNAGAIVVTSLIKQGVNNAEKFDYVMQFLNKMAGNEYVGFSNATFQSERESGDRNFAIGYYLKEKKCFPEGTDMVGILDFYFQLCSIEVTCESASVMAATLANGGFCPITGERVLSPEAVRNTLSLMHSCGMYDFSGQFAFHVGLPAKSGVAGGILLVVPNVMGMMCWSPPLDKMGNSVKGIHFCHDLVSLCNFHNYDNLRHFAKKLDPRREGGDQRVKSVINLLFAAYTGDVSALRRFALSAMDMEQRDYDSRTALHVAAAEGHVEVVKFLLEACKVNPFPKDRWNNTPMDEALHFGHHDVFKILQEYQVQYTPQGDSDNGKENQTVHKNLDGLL
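Glutamate formation by hKGA was monitored fluorometrically using coupled glutamate oxidase, HRP and Amplex Red. Substrate was added as 1 mM L-glutamine solution; incubation was 30 min at RT after an initial read.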
JMJD2A Tudor: qHTS Assay for Inhibitors of JMJD2A-Tudor Domain | Potency, µM (series often up to 114 µM), without a hit: at the top dose activity change, negative = inhibition, most hits filed as inhibitors | Lysine-specific demethylase 4A (Homo sapiens), O75164 | hit rate 4.4% among 390,000 | AlphaScreen JMJD2A-Tudor / H3K4me3 peptide binding; further: on the % scale 0 is the no-effect control and ±100 the full control effect; nearly all actives have a fitted effect of over 50% in size
RGS4 inhibitor: Inhibitors of Regulator of G Protein Signaling (RGS) 4: qHTS; Potency, µM (highest dose often 114 µM), for inactives: top-dose activity change, negative = inhibition, usual class: inhibitors; AID 504845, 2011; hit rate 0.039% among 390,000; Transcreener GDP fluorescence polarization, RGS4-accelerated GTP hydrolysis; Regulator of G-protein signaling 4 (Homo sapiens), P49798; further: on the % scale 0 is the no-effect control and ±100 the full control effect; nearly all actives have a fitted effect of over 75% in size; some results filed as inactive show a strong effect at the top dose
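MLSMR compounds (23 nl, pin-transferred) preincubated 10 min at room temperature with a 500nM (2x) first reagent, then RGS4 at 900nM (2x) plus Transcreener GDP mix added; fluorescence polarization (620/688 nm) read before and after 90 min at 30 °C.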
Pin1 inh: qHTS Assay to Find Inhibitors of Pin1 | Peptidyl-prolyl cis-trans isomerase NIMA-interacting 1 (Homo sapiens), Q13526 | Pin1 FP peptide displacement, HiFluor488, 10 min | Potency, µM (highest dose often 115 µM), inactives show at the top dose activity, negative = inhibition, usual class: inhibitors | hit rate 0.009% among 390,000; active means well fitted inhibition curve with a large enough effect in the polarisation, with a control signal flat, not every such curve was filed as active; inconclusive means small, poorly fitted or top-dose-only effect, or effect the other way, or a change in a side signal; inactive means no such curve, though single readings can be large or run the other way; the % refers to the polarisation; further: on the % scale 0 is the no-effect control and ±100 the full control effect
Target sequence (Q13526 whole entry, looked up): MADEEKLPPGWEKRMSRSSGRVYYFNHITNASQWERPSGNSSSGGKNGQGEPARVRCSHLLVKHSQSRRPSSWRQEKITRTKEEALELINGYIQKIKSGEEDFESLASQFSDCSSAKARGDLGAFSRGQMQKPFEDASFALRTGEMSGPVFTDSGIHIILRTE
* hit, by the source's call; i = inactive; ? = inconclusive; . = no result given; [ ] = remark or other dose. Unless noted, the call rests on the fitted dose curve; in most records, active means well fitted curve in the direction sought with a large enough effect; inconclusive means small, poorly fitted or top-dose-only effect, or another doubt; inactive means no such curve, though single readings can be large; an effect the other way counts as inactive or inconclusive. Potency means the concentration at half of the fitted maximal effect.

Molecule	ERG-DNA inh	TrxR1 inh	PGK inhibitor	HP1b chromo inh	ALOX12 inh	GLS inh	JMJD2A Tudor	RGS4 inhibitor	Pin1 inh
Cc1ccc(C)c(N2CCN(S(=O)(=O)c3ccc4oc(=O)c5ncn(C)c5c4c3)CC2)c1	-1%	10%	-2%	13%	?	-7%	-9%	11%	3%
COC(=O)C1CN(C(=O)c2ccc(OC(F)F)cc2)c2ccccc2O1 (stereo not given)	-9%	8%	i	26%	-6%	2%	6%	-14%	6%
Cc1[nH]c(SCC(=O)Nc2cc(C(N)=O)cc(C(N)=O)c2)nc1Cc1ccccc1	7%	?	7%	24%	-13%	-2%	-15%	-12%	-5%
COc1cc2[nH]c(=O)n(CCC(=O)N3CCN(Cc4ccccc4)CC3)c(=O)c2cc1OC	1%	7%	-9%	23%	2%	-5%	-4%	8%	-1%
Cc1occc1C(=O)N/N=C/c1ccc(Cl)c([N+](=O)[O-])c1	1%	-2%	0%	7%	18%	1%	-21%	31%	3%
CCc1ccc(NC(=O)c2cnc3n(c2=O)CCS3)cc1	9%	50%[activator]	-1%	46%[activator]	-10%	1%	-2%	-25%	2%
COc1ccc(C2c3ccc(O)cc3Oc3ncn(Cc4ccccc4)c(=N)c32)cc1OC (stereo not given)	-3%	23%	-6%	39%[activator]	-8%	-12%	-7%	-5%	8%
Cc1nc2ccc(F)cc2cc1C(=O)NC(C)C	-6%	10%	0%	34%[activator]	24%	-11%	-3%	15%	12%
CCn1c(SCC(=O)NCc2ccc(C)cc2)nnc1-c1ccncc1	.	10%	4%	27%	2%	5%	-17%	-13%	0%
COc1cccc(OCc2nc3ccccc3n2CCOc2ccccc2C)c1	-3%	29%	0%	43%[activator]	-1%	-9%	-3%	-1%	7%
CN(C)c1ccc(C(CC(=O)O)NC(=O)c2ccc(Cl)cc2)cc1 (stereo not given)	-2%	-24%[57.1 µM]	-1%	9%	0%	40%[activator]	-10%	10%	2%
O=C(COc1ccc(Cl)cc1)NNC(=O)CSc1nncs1	-1%	14%	0%	38%	0%	-6%	5%	-5%	?
O=c1cc(N2CCOCC2)[nH]c(=O)n1-c1ccc(Br)cc1	7%	?	-7%	20%	?	5%	-14%	-9%	-1%
O=C(OCC(=O)N1CCN(c2ccccc2)CC1)C1=COCCO1	-3%	?	-5%	30%	-28%	31%[activator]	-3%	-28%	3%
CC(=O)NCCn1c(SCc2cc(F)ccc2F)nc2ccccc2c1=O	-1%	-1%[57.1 µM]	-6%	26%	-11%	-4%	-6%	7%	2%
COCC(=O)n1nc(-c2ccccc2)nc1NCc1ccccc1	3%	11%	i	43%[activator]	-12%	2%	-18%	-9%	-12%
COc1ccc2[nH]c(C(=O)O)c(NC(=O)c3cc(OC)c(OC)c(OC)c3)c2c1	-4%	11%	0%	18%	-17%	22%	-14%	-3%	6%
COc1ccccc1CNC(=O)c1ccc(CSc2nc3ccncc3n2Cc2ccccc2C)cc1	5%	-9%	i	15%	-13%	-4%	-21%	9%	?
O=C(CSc1nnc2scc(-c3ccccc3)n12)NCc1ccco1	4%	4%	10%	12%	3%	4%	-6%	24%	2%
CCOC(=O)C1CCN(C(=O)CC(NS(=O)(=O)c2ccc(OC)cc2)C(C)C)CC1 (stereo not given)	10%	17%[57.1 µM]	-1%	-8%	.	?	16µM*	-3%[11.4 µM]	-2%
CCN(Cc1ccccc1)C(=O)COC(=O)c1cc(=O)[nH]c2ccccc12	-5%	22%	-2%	17%	-5%	-3%	-17%	2%	-6%
CC(C)CNc1cc(=O)n(C)c(=O)n1C	5%	10%	-3%	80%[activator]	-7%	3%	-15%	-17%	-2%
CC1(C)CC(=O)C2=C(C1)Oc1ncn3nc(-c4cccnc4)nc3c1C2c1ccccc1 (stereo not given)	-8%	1%	-8%	36%	387%[activator]	2%	-19%	-34%	2%
Cc1ccc(CSc2nc3ccc(NC(=O)COc4ccccc4)cc3s2)cc1	-16%	28%	-2%	12%	-3%	-9%	-16%	20%	-2%

Four consecutive entries already listed, for reference:
Molecule	ERG-DNA inh	TrxR1 inh	PGK inhibitor	HP1b chromo inh	ALOX12 inh	GLS inh	JMJD2A Tudor	RGS4 inhibitor	Pin1 inh
CCN(Cc1ccccc1)C(=O)COC(=O)c1cc(=O)[nH]c2ccccc12	-5%	22%	-2%	17%	-5%	-3%	-17%	2%	-6%
CC(C)CNc1cc(=O)n(C)c(=O)n1C	5%	10%	-3%	80%[activator]	-7%	3%	-15%	-17%	-2%
CC1(C)CC(=O)C2=C(C1)Oc1ncn3nc(-c4cccnc4)nc3c1C2c1ccccc1 (stereo not given)	-8%	1%	-8%	36%	387%[activator]	2%	-19%	-34%	2%
Cc1ccc(CSc2nc3ccc(NC(=O)COc4ccccc4)cc3s2)cc1	-16%	28%	-2%	12%	-3%	-9%	-16%	20%	-2%

Next section.
Molecule	ERG-DNA inh	TrxR1 inh	PGK inhibitor	HP1b chromo inh	ALOX12 inh	GLS inh	JMJD2A Tudor	RGS4 inhibitor	Pin1 inh
Cc1cc2c3c([nH]c2cc1S(=O)(=O)NCCCOC(C)C)CC(C)(C)CC3=O	-4%	9%	-11%	26%	6%	-9%	-14%	-9%	3%
COc1ccccc1NC(=O)Cn1c(CN2CCCCC2)nc2ccccc2c1=O	2%	-19%	1%	17%	7%	17%	-24%	12%	5%
CCc1nn(-c2ccccc2)c2c1-c1cc(OC)c(OC)cc1C1(N2)C(=O)Nc2ccccc21 (stereo not given)	-7%	-16%	-9%	-21%	-16%	-3%	?	-23%	?
O=C(Nc1ccc(N2CCCC(O)C2)cc1)c1snc2c(=O)[nH]cnc12 (stereo not given)	.	20%	-8%	1%	6%	24%	-16%	-1%	-4%
Cc1ccccc1-n1c(N)c(C(=O)Nc2ccc(F)cc2)sc1=S	4%	-2%[57.1 µM]	1%	-11%	26%	0%	-13%	-33%	8%
COc1ccc(N2CCN(S(=O)(=O)c3ccc4c(c3)CCCN4C(C)=O)CC2)cc1	2%	11%[57.1 µM]	7%	18%[57 µM]	4%	23%	-27%	-5%	2%
CC(NC(=O)c1cc(=O)[nH]c2ccccc12)c1ccc(F)cc1F (stereo not given)	1%	?	5%	-10%	?	2%	0%	21%	-1%
COc1ccc(C)cc1NC(=O)COCC(=O)O	1%	1%	-7%	13%	0%	2%	-14%	4%	0%

Shown with values ahead of the structure: entries from further up.
ERG-DNA inh | TrxR1 inh | PGK inhibitor | HP1b chromo inh | ALOX12 inh | GLS inh | JMJD2A Tudor | RGS4 inhibitor | Pin1 inh | Compound
. | 20% | -8% | 1% | 6% | 24% | -16% | -1% | -4% | O=C(Nc1ccc(N2CCCC(O)C2)cc1)c1snc2c(=O)[nH]cnc12 (stereo not given)
4% | -2%[57.1 µM] | 1% | -11% | 26% | 0% | -13% | -33% | 8% | Cc1ccccc1-n1c(N)c(C(=O)Nc2ccc(F)cc2)sc1=S
2% | 11%[57.1 µM] | 7% | 18%[57 µM] | 4% | 23% | -27% | -5% | 2% | COc1ccc(N2CCN(S(=O)(=O)c3ccc4c(c3)CCCN4C(C)=O)CC2)cc1
1% | ? | 5% | -10% | ? | 2% | 0% | 21% | -1% | CC(NC(=O)c1cc(=O)[nH]c2ccccc12)c1ccc(F)cc1F (stereo not given)
1% | 1% | -7% | 13% | 0% | 2% | -14% | 4% | 0% | COc1ccc(C)cc1NC(=O)COCC(=O)O

The listing continues.
Molecule	ERG-DNA inh	TrxR1 inh	PGK inhibitor	HP1b chromo inh	ALOX12 inh	GLS inh	JMJD2A Tudor	RGS4 inhibitor	Pin1 inh
CCOc1ccc(NC(=O)C2CCCN(S(=O)(=O)c3ccc(Br)s3)C2)cc1 (stereo not given)	-2%	11%	-9%	12%	-14%	2%	-16%	-2%	-1%
CCc1nnc(NC(=O)C2CCCN2C(=O)Nc2ccccc2OC)s1 (stereo not given)	4%	-7%	-1%	28%	-14%	2%	-7%	-1%	2%
Cc1ccc(C2=NOC(C)(c3nnc(-c4ccc(F)cc4)o3)C2)cc1 (stereo not given)	-4%	9%	1%	45%[activator]	0%	5%	6%	-9%	4%
Cc1ccccc1CSc1cn(CC(=O)N2CCCC2)c2ccccc12	1%	9%	-7%	25%	?	5%	-11%	-12%	-1%
O=C(NC1CCCCC1)c1ccc(CSc2nc3cccnc3n2Cc2ccc(F)cc2)cc1	0%	15%	i	11%	-5%	6%	-15%	-11%	-2%
Cc1cc(Nc2nc3ccccc3nc2Cl)n(-c2ccc([N+](=O)[O-])cc2)n1	.	11%	-5%	8%	20%	1%	-17%	-8%	3%

Screening data (PubChem)

Only part of the results is shown. The share of hits here may be higher or lower than overall.
